Screens as filed in PubChem BioAssay.
ARFGAP1 inh – inhibitors of rat ARFGAP1; Q62848; Arfgap1-stimulated ARF1 GTP hydrolysis, GDP FP detection; 360,000 tested, 0.26% active; inhibition, % at 16.5 µM;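 active means inhibition above a per-plate limit, mean inhibition of low control wells plus 3 SD, cut at about 25% in these data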;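 further: 0% = DMSO wells with enzyme and 100% = wells lacking Arfgap1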
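Material – truncated rat Arfgap1 GAP domain · Buffer or medium – HEPES-based buffer, pH 7.5 · Reagent – human ARF1(Δ1-17)-GTP substrate · Dosing – 16.5 µM single point, 1.26% DMSO · Schedule – GTP hydrolysis reaction 2 h at 25 °C · Technique – GDP detection by fluorescence polarization · Benchmarks – No-Arfgap1 wells (100%) versus DMSO full-reaction wells (0%) · Repeats – single replicate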
TDP2 inh – TDP2 (human) inhibition, absorbance primary screen; recombinant TDP2, T5PNP hydrolysis, p-nitrophenol absorbance 415 nm; inhibition, % at 12.8 µM; 370,000 tested, 0.34% active; AID 720702;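 active means inhibition above the mean of all tested compounds plus 3 SD, set per campaign, cut at about 25% in these data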;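 further: 0% = DMSO with enzyme and 100% = buffer with substrate but no TDP2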
Target sequence (O95551 whole entry, looked up): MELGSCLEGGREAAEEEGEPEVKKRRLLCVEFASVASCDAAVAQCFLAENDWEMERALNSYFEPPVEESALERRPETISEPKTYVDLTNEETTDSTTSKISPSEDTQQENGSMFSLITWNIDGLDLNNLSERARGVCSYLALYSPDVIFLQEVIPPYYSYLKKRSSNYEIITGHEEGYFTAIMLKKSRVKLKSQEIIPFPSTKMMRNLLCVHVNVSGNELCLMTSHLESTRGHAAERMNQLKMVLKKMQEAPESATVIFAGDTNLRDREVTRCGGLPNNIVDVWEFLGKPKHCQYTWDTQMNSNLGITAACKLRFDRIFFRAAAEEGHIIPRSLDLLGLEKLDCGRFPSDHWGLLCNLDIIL
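Evaluation: % inhibition relative to enzyme-containing and enzyme-free wells. Material: recombinant human TDP2. Benchmarks: enzyme-free and DMSO wells. Timing: enzyme reaction with compound for 2 h at 37 °C. Compound dosing: 12.8 µM only. Measured by: p-Nitrophenol epi absorbance. Reagent: T5PNP substrate at 5 mM, a TopII-DNA adduct mimic. Replication: single well per compound.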
ADAM10 inh – ADAM10 inhibition, QFRET primary screen | 370,000 tested, 0.62% active | inhibition, % at 7 µM | recombinant ADAM10, EDANS/DABCYL FRET peptide cleavage, 3 h | O14672;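 active means inhibition above a per-campaign cutoff equal to the mean of compounds falling between control-based bounds plus 3 SD, cut at about 20% in these data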;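 further: 0% = DMSO wells while the 100% control is not disclosed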
ASAP1 GAP inh – inhibitors of human ASAP1 ArfGAP activity; Q9ULH1; ASAP1-stimulated ARF1 GTP hydrolysis, GDP FP detection; inhibition, % at 16.5 µM; 360,000 tested, 0.19% active; in the data active means inhibition above about 25%;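 further: 0% = vehicle with enzyme and substrate and 100% = no enzyme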
Target sequence (Q9ULH1 325-724 limits assumed): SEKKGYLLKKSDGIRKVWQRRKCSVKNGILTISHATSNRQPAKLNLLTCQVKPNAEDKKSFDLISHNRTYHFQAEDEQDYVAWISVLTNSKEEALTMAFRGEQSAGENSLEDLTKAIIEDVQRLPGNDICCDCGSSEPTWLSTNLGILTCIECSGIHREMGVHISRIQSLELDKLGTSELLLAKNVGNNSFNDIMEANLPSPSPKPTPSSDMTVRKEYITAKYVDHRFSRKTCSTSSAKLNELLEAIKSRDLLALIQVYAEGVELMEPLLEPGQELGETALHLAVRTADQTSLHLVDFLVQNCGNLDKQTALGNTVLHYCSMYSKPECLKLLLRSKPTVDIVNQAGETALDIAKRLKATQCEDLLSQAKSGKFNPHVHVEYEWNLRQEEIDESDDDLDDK
LEDGF integ inh – blocks HIV-1 LEDGF/p75-dependent DNA integration; TR-FRET IN-LEDGF/p75 DNA integration, Eu/Cy5; 370,000 tested, 0.64% active; AID 743269; inhibition, % at 3.7 µM;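 active means inhibition above the screen-wide mean plus 3 SD, cut at about 13% in these data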;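 further: signal is the Cy5 over europium emission ratio at 671 and 618 nm; 0% = plate median of compound wells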
DDE Tn6 FP inh – disrupts Tn6 cyclic peptide binding to fibrin D-Dimer-E complex. Fibrin DD(E) TRITC-Tn6 fluorescence polarization displacement. inhibition, % at 8.3 µM. P02675. AID 720509. 370,000 tested, 0.21% active;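 active means inhibition above a per-campaign cutoff: mean of compounds within control limits plus 3 SD, cut at about 15% in these data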;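 further: 0% = median of all compound wells on the plate and 100% = blocking peptide control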
DDE Tn7 FP inh – DD(E)-Tn7 binding inhibition, primary FP screen; P02675; inhibition, % at 8.3 µM; 370,000 tested, 0.13% active; FP displacement of FITC-Tn7 peptide from fibrin DD(E); 0% = median of compound wells per plate;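 active means inhibition above the mean of compounds falling within the control limits plus 3 SD of them, cut at about 14% in these data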;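 further: 0% = plate median of compound wells and 100% = 10 µM Aha-Tn7 peptide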
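Assay system: Human clot-derived fibrin DD(E) complex | Buffer or medium: Tris/NaCl/CaCl2 buffer, pH 7.8 | Repeats: One replicate per compound | Benchmarks: Aha-Tn7 high control | Measure: % inhibition scaled between sample-field median and high-control FP | Schedule: 10 min plus 3 h, room temperature | Signal: Fluorescence polarization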
ADAM17 inh – ADAM17 inhibition, QFRET primary screen; P78536; recombinant ADAM17, EDANS/DABCYL FRET peptide cleavage; inhibition, % at 6.95 µM; 370,000 tested, 0.83% active; AID 720648;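 active means inhibition above the mean of compounds lying between control limits plus 3 SD, set per campaign, cut at about 8.5% in these data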;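 further: 0% = DMSO-only wells as the low control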
KLK7 zymogen act – activators of human kallikrein-7 zymogen | activation, % at 7 µM | 370,000 tested, 0.9% active | P49862 | purified proKLK7, EDANS-DABCYL substrate fluorescence; 100% is mature enzyme control, 0% vehicle;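 active means activation above the mean of all tested compounds plus 3 SD, computed per campaign excluding outliers beyond control limits, cut at about 13% in these data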
Target sequence (P49862 whole entry, looked up): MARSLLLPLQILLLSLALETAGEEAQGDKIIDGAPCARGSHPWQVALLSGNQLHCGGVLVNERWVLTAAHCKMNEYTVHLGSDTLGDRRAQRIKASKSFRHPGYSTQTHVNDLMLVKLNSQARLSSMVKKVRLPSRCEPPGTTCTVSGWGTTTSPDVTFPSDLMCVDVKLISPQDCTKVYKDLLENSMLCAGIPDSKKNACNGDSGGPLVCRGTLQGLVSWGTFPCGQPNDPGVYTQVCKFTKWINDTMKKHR
PLC-gamma1 inh – PLC-gamma1 (human) inhibition, primary screen; 370,000 tested, 0.84% active; P19174; inhibition, % at 12.2 µM; AID 720700; purified PLC-gamma1, fluorogenic substrate, fluorescence; in the data active means inhibition above about 9.5%
The depositor's hits bear a star.

DDE Tn6 FP inh | smiles | TDP2 inh | LEDGF integ inh | DDE Tn7 FP inh | ARFGAP1 inh | ASAP1 GAP inh | ADAM10 inh | PLC-gamma1 inh | KLK7 zymogen act | ADAM17 inh
-0.1 | Cc1c(C(=O)Nc2ccccc2F)sc2nc3n(c(=O)c12)CCC3 | -7.5 | -0.6 | -2.0 | -0.9 | 8.1 | -4.2 | -0.1 | 0.1 | -6.6
6.1 | COc1ccccc1N1CCN(C(=O)CCNC(=O)c2ccco2)CC1 | 10.0 | -0.1 | 0.8 | -11.7 | -3.5 | -0.9 | 0.3 | 0.3 | 0.1
-1.0 | CC(C)(C)[C@H]1C=C(C(N)=O)O[C@@H](OCc2ccc(CO)cc2)C1 | 11.4 | -1.8 | -0.4 | -3.2 | 14.7 | -9.8 | -3.5 | -0.4 | -6.2
-0.9 | CC(C)CCNC(=O)C(=O)Nc1ccccc1 | 1.7 | -3.5 | 6.9 | 7.4 | 0.7 | -5.2 | -0.3 | 0.4 | -1.6
1.1 | CCc1ccccc1N(CC)C(=O)c1cn(CC)c(=O)c2cc(OC)c(OC)cc12 | -2.6 | 3.0 | 6.7 | -11.6 | 13.9 | 1.3 | -0.9 | 0.0 | -3.0
2.3 | O=C(CSc1ccc2nnc(-c3ccccn3)n2n1)Nc1ccc2c(c1)OCO2 | -2.0 | -0.2 | 2.4 | 11.2 | -6.6 | -4.4 | 3.7 | -0.5 | 1.5
4.0 | COc1cc(CNn2c(C)n[nH]c2=S)cc(Br)c1OCc1ccc(F)cc1 | -19.5 | 1.9 | -4.9 | -8.1 | 5.8 | 11.6 | 5.7 | 0.0 | 5.7
3.9 | COc1ccc(NC(=O)COC(=O)Cn2c(C)nc3ccccc32)cc1OC | -2.2 | 0.2 | 2.0 | -7.2 | -8.2 | -5.0 | -0.1 | 0.1 | -2.0
4.1 | CCCN1C(=O)/C(=C/c2ccc(C)o2)SC1=Nc1ccc(OC)cc1 | -2.7 | -2.4 | 2.5 | 5.9 | 9.0 | 8.2 | 0.3 | -0.3 | 2.1
-1.4 | COC(=O)c1sc2ncn(CC(=O)NCCc3ccc(OC)c(OC)c3)c(=O)c2c1C | -9.2 | -1.7 | -4.8 | 7.8 | 3.1 | 7.2 | 8.0 | 0.0 | 2.6
4.5 | CC(=O)N(C)c1ccc(OCC(O)Cn2c(C)nc3ccccc32)cc1 (stereo not drawn) | -2.0 | 1.0 | 3.1 | 3.5 | -2.5 | 10.1 | 2.1 | 0.2 | -1.6
-1.3 | Cc1ccc(NC(=O)COC(=O)CN2C(=O)C3CCCCC3C2=O)cc1C (stereo not drawn) | -6.9 | 1.4 | 0.3 | 12.5 | 2.4 | 5.6 | -0.3 | 0.1 | -2.5
0.0 | COCCNC(=O)CSCc1c(F)cccc1Cl | -15.3 | -3.4 | -0.8 | 0.2 | 11.6 | 0.7 | -0.9 | -0.7 | -3.3
-8.4 | CN1CCN(C(=O)c2ccc(CN3CCOCC3)cc2)CC1 | 0.4 | -0.9 | -0.4 | 2.9 | -6.2 | -4.3 | -4.5 | -0.7 | -6.3
1.1 | COc1ccc(/C=C/C(=O)c2ccc(Cl)s2)cc1O | 1.1 | -4.8 | 2.6 | 0.7 | -4.7 | 2.7 | -2.8 | 0.2 | 3.8

Quoted at random: 2 compounds from above, in no set order.
DDE Tn6 FP inh | smiles | TDP2 inh | LEDGF integ inh | DDE Tn7 FP inh | ARFGAP1 inh | ASAP1 GAP inh | ADAM10 inh | PLC-gamma1 inh | KLK7 zymogen act | ADAM17 inh
6.1 | COc1ccccc1N1CCN(C(=O)CCNC(=O)c2ccco2)CC1 | 10.0 | -0.1 | 0.8 | -11.7 | -3.5 | -0.9 | 0.3 | 0.3 | 0.1
4.0 | COc1cc(CNn2c(C)n[nH]c2=S)cc(Br)c1OCc1ccc(F)cc1 | -19.5 | 1.9 | -4.9 | -8.1 | 5.8 | 11.6 | 5.7 | 0.0 | 5.7

(further entries)
DDE Tn6 FP inh | smiles | TDP2 inh | LEDGF integ inh | DDE Tn7 FP inh | ARFGAP1 inh | ASAP1 GAP inh | ADAM10 inh | PLC-gamma1 inh | KLK7 zymogen act | ADAM17 inh
4.2 | O=C(O)CCC(=O)Nc1ccc(Sc2ccc([N+](=O)[O-])cc2)cc1 | 3.9 | 1.1 | -2.0 | -5.4 | -3.4 | 4.6 | 2.9 | 0.1 | 6.0
-0.3 | COc1ccc(NS(=O)(=O)c2cccc(C(=O)NNC(=O)c3cccn3C)c2)cc1 | -15.1 | 8.6 | -1.4 | 3.9 | 7.3 | 5.7 | 4.0 | -0.3 | -0.8
-2.9 | COc1ccc(NC(=S)N2CCC(C(=O)c3ccc(C)cc3)CC2)c(OC)c1 | 1.2 | -7.7 | 0.5 | -0.5 | 8.9 | 1.8 | -3.4 | 0.3 | 1.2
6.3 | CN(C)c1ncnc2c1ncn2[C@H]1CN(Cc2ccc(-c3ccccc3)cc2)C[C@@H](CO)O1 | -2.4 | 4.8 | 8.3 | 5.8 | 9.8 | 0.1 | 0.9 | -0.4 | -0.7
-1.0 | O=c1[nH]ncc2c3ccccc3n(Cc3cccc(Cl)c3)c12 | 7.0 | -3.8 | -14.2 | -0.9 | 12.4 | -2.6 | -25.7 | -7.3 | -5.1
-2.8 | Cc1cccc(C)c1NC(=O)CSc1nnc(-c2cnccn2)n1C | 0.7 | 4.5 | -6.9 | -8.3 | -1.1 | -7.4 | 0.1 | -0.3 | -5.5
0.5 | CN(Cc1ccccc1)c1ccc(C(CC(N)=O)NC(=O)Cc2ccc(Br)cc2)cc1[N+](=O)[O-] (stereo not drawn) | -5.3 | -11.5 | -5.5 | -2.1 | 5.8 | -0.6 | 7.4 | 0.1 | -2.7
-12.4 | COc1ccccc1OCCCC(=O)Nc1ccc2c(c1)OCCO2 | -0.9 | 3.6 | -0.8 | 5.1 | -0.9 | 2.9 | 1.3 | -0.1 | 1.5
7.2 | O=S(=O)(Nc1cccc(Cl)c1)c1cccc(-n2cnnn2)c1 | -3.2 | 2.8 | -7.5 | 5.7 | -9.5 | -0.1 | -3.4 | 0.3 | -3.1
-0.6 | CCN(CC)S(=O)(=O)c1cccc(NC(=O)CCSc2ccc(Cl)cc2)c1 | 5.0 | -3.3 | -3.5 | 13.2 | -2.5 | 10.1 | -1.8 | 0.4 | 9.2*
3.1 | CC(NC(=O)CCNC(=O)c1ccco1)c1ccccc1 (stereo not drawn) | 2.5 | -2.3 | 9.4 | -10.4 | -1.4 | 1.8 | -0.7 | -0.3 | -3.7
0.4 | CN1CCCN(C(=O)c2ccc(Cl)cc2)CC1 | 11.4 | 0.2 | 4.3 | -4.4 | 12.1 | -4.0 | 2.9 | -0.4 | -2.4
3.4 | COc1ccc(CNC(=O)COc2cc3c(c4oc(=O)cc(C)c24)CCC(C)(C)O3)cc1OC | 4.7 | 1.8 | -5.6 | 17.1 | 5.9 | -141.3 | -49.1 | -0.1 | -42.1
-4.8 | CN(Cc1cccc(F)c1)C(=O)c1ccc(S(=O)(=O)N2CCOCC2)cc1 | -1.7 | -7.6 | 3.5 | -0.5 | -0.6 | -13.6 | 7.0 | -0.1 | -0.7
4.3 | Fc1ccc(-c2nnc(-c3ccc(F)cc3)o2)cc1 | -7.6 | 1.1 | 4.1 | 7.6 | 2.3 | 1.1 | -2.2 | -0.3 | -3.9
-6.5 | Cc1cc(C)c2nc(C(F)(F)F)nc(NCCCN3CCOCC3)c2c1 | -4.1 | 2.8 | 6.8 | 3.1 | 19.6 | 3.1 | 2.2 | -0.3 | -0.5
-2.1 | COc1cc(NC(=S)NCC2CCCO2)c(OC)cc1Cl (stereo not drawn) | 7.1 | 1.1 | 2.9 | -10.7 | 4.3 | -1.0 | 0.0 | 0.0 | -0.4
2.1 | O=C(CN1C(=O)NC2(CCCCCCC2)C1=O)NCc1ccc(Cl)cc1 | -15.7 | 4.2 | 0.3 | 0.9 | -11.7 | 0.9 | 12.0* | 0.4 | 11.3*
1.2 | Cc1noc(C)c1C(=O)OCC(=O)Nc1ccccc1SCC#N | -3.8 | 1.2 | 0.7 | 1.2 | -0.2 | -9.3 | -9.4 | 0.0 | -6.4
-6.2 | O=C(NCCCN1CCCC1=O)[C@H](CSCc1ccccc1)N1Cc2ccccc2C1=O | 6.0 | 1.8 | -1.0 | 7.9 | -6.9 | 5.8 | 0.3 | -0.5 | -3.0
-4.0 | CC(C)c1nc2ccc(NC(=O)C3CCCCC3)cc2[nH]1 | 12.6 | -0.7 | 5.5 | -10.0 | -0.5 | 4.0 | 1.1 | -0.2 | -2.4
2.5 | COC(=O)c1scc(C)c1NS(=O)(=O)c1ccc(NC(C)=O)cc1 | 3.1 | -4.7 | -1.4 | 8.5 | -4.3 | -7.8 | -0.6 | -0.1 | -4.3
-2.4 | Cc1ccc(-c2nn(C)c(=O)c3ccccc23)cc1CNC(=O)NC1CCCCC1 | 5.3 | -2.9 | -3.2 | 10.0 | -2.8 | 0.1 | -0.9 | 0.2 | -3.7
3.6 | Cc1nn(CCCC(=O)NC(C)c2ccccc2)c(=O)c2nn(-c3ccccc3)c(C)c12 (stereo not drawn) | 9.2 | 1.2 | 2.3 | -8.0 | 6.7 | -1.8 | 0.9 | -0.1 | -15.1
-2.5 | CC(Sc1nnc(-c2ccco2)n1N)C(=O)NCc1ccc2c(c1)OCO2 (stereo not drawn) | -7.0 | 2.1 | 1.0 | -0.6 | -1.1 | -3.9 | -1.0 | -0.5 | -2.2
4.6 | CC(C)NC(=O)C1CCN(Cc2cnn(-c3ccccc3)c2-n2cccc2)CC1 | -6.1 | 2.1 | -1.6 | -6.9 | -3.3 | -1.4 | 2.4 | 0.1 | 1.6
-1.2 | Cc1sc2ncn(CC(=O)NCCCC(=O)Nc3ccc(C(C)C)cc3)c(=O)c2c1C | -17.2 | -2.5 | -4.6 | 0.0 | 6.9 | 9.8 | 8.4 | -0.8 | 4.1
1.6 | CCC1CCCCN1CCCNC(=O)c1cn(CC)c2ccc(S(=O)(=O)N(C)C3CCCCC3)cc2c1=O (stereo not drawn) | -5.3 | -4.6 | -0.2 | -6.9 | 9.3 | -3.9 | -0.4 | -0.6 | -4.6
8.7 | CCOc1ccc(S(=O)(=O)Nc2ccccc2C(=O)Nc2ccccc2N2CCOCC2)cc1 | 0.1 | 6.0 | 2.6 | -11.6 | 6.2 | 14.0 | -26.7 | 0.2 | 7.5
4.9 | CCc1ccccc1NC(=O)CCS(=O)(=O)c1ccc(Br)cc1 | -3.1 | -4.0 | 7.7 | -5.7 | -0.3 | -4.5 | -0.3 | 0.6 | -3.0
